ERG Ets-DNA blk: qHTS for Small Molecule Inhibitors of the ERG Ets/DNA interaction. fluorescence polarization, His-ERG Ets domain / labelled DNA. 370,000 compounds, 0.028% hits. Transcriptional regulator ERG (Homo sapiens), P11308. AID 624246, 2012. Potency, µM (highest dose often 76.9 µM), for inactives: at the highest dose FP activity, negative = inhibition, usual class: inhibitors; active means well fitted inhibition curve with a large enough effect in the polarisation, with a control signal flat; inconclusive means small, poorly fitted or top-dose-only effect, or effect the other way, or a change in a side signal; inactive means no such curve, though single readings can be large or run the other way; the % refers to the polarisation;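 further: polarization taken with two DNA probes labelled with fluorescein and Texas red; potency means the concentration at half of the fitted maximal effect; % of control where 0% means no effect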
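His-tagged ERG Ets domain (1 uM in the protein solution; 300mM KCl, 50mM Tris-HCl, 1mM EDTA, 1mM DTT, pH 7.5) received compound, then a probe mix of 5 nM fluorescein-DNA and 100nM Texas-615-DNA. Fluorescence polarization was read for both dyes.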
RGS4 inh: Inhibitors of Regulator of G Protein Signaling (RGS) 4: qHTS. Transcreener GDP fluorescence polarization, RGS4-accelerated GTP hydrolysis. Potency, µM (series often up to 114 µM), inactives show top-dose activity change, negative = inhibition, hits mostly inhibitors. 390,000 compounds, 0.039% hits. AID 504845, 2011; further: potency means the concentration at half of the fitted maximal effect; on the % scale 0 is the no-effect control and ±100 the full control effect; nearly all actives have a fitted effect of over 75% in size; some results filed as inactive show a strong effect at the top dose
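MLSMR compounds (23 nl, pin-transferred) preincubated 10 min at room temperature with a 500nM (2x) first reagent, then RGS4 at 900nM (2x) plus Transcreener GDP mix added; fluorescence polarization (620/688 nm) read before and after 90 min at 30 °C.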
PI4K2A block: qHTS for small molecular inhibitors of PI4K2A; purified PI4K2A, ADP-Glo luminescence, 1 h; active compounds read low; activity change, negative = inhibition, % at 76.9 µM; 420,000 compounds, 0.13% hits; in the data active means activity change below about -50%; inconclusive means mostly about -30% to -49%;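 further: -100% = wells without enzyme as full effect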
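Compounds are screened against recombinant PI4K2A using PI as substrate and ATP, the latter dispensed at 300 microM. Reactions run one hour at ambient temperature before ADP-Glo detection; full inhibition defined by wells lacking enzyme.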
ALOX12 inh: Primary qHTS assay for inhibitors of human arachidonate 12S-lipoxygenase (ALOX12): Round 2. purified 12hLO, xylenol orange hydroperoxide absorbance. Potency, µM (highest dose often 108 µM), without a hit: top-dose activity change, negative = inhibition, most hits filed as inhibitors. Polyunsaturated fatty acid lipoxygenase ALOX12 (Homo sapiens), P18054. 580,000 compounds, 1.1% hits. AID 1671190, 2021; further: potency means the concentration at half of the fitted maximal effect; on the % scale 0 is the no-effect control and ±100 the full control effect
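Hydroperoxide product was detected by ferrous iron/xylenol orange as the 573 to 405 nm absorbance ratio. Arachidonic acid at 40 uM (final) was turned over for 30 min at room temperature by 150 nM human 12hLO, pH 7.0 Hepes buffer, after 15 min compound preincubation.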
GLS inhibitor: qHTS for Inhibitors of Glutaminase (GLS) | Glutaminase kidney isoform, mitochondrial (Homo sapiens), O94925 | Potency, µM (highest dose often 45.5 µM), for inactives: top-dose activity change, negative = inhibition, hits mostly inhibitors | 410,000 compounds, 0.21% hits | GLS enzymatic activity, qHTS titration; further: potency means the concentration at half of the fitted maximal effect; on the % scale 0 is the no-effect control and ±100 the full control effect
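Glutamate formation by hKGA was monitored fluorometrically using coupled glutamate oxidase, HRP and Amplex Red. Substrate was added as 1 mM L-glutamine solution; incubation was 30 min at RT after an initial read.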
HP1b binding inh: HTS for Inhibitors of HP1-beta Chromodomain Interactions with Methylated Histone Tails | 390,000 compounds, 0.56% hits | Chromobox protein homolog 1 (Homo sapiens), P83916 | AlphaScreen HP1-beta / biotin-H3K9me3 peptide binding | Potency, µM (highest dose often 114 µM), without a hit: at the highest dose activity change, negative = inhibition, most hits filed as inhibitors; further: potency means the concentration at half of the fitted maximal effect; nearly all actives have a fitted effect of over 70% in size; inactives centre near 23
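AlphaScreen: HP1-beta (50 nM) preformed 30 min with biotin-H3(1-18)K9me3 peptide (50 nM) in PBS pH 7.4, 0.01% Tween-20. Compound added for 30 min at RT, then streptavidin donor/nickel chelate acceptor beads (10 ug/mL) for 30 min.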
JMJD2A Tudor: qHTS Assay for Inhibitors of JMJD2A-Tudor Domain | AlphaScreen JMJD2A-Tudor / H3K4me3 peptide binding | Potency, µM (doses to about 114 µM), inactives show top-dose activity change, negative = inhibition, usual class: inhibitors | 390,000 compounds, 4.4% hits | AID 504339, 2011; further: potency means the concentration at half of the fitted maximal effect; on the % scale 0 is the no-effect control and ±100 the full control effect; nearly all actives have a fitted effect of over 50% in size
BAZ2B block: qHTS Assay for Inhibitors of BAZ2B; Bromodomain adjacent to zinc finger domain protein 2B (Homo sapiens), Q9UIF8; AlphaScreen BAZ2B-H3K14Ac peptide displacement; Potency, µM (titrated, usually from 114 µM), inactives show at the top dose activity change, negative = inhibition, usual class: inhibitors; 360,000 compounds, 4.4% hits; AID 504333, 2011; further: potency means the concentration at half of the fitted maximal effect; on the % scale 0 is the no-effect control and ±100 the full control effect; nearly all actives have a fitted effect of over 60% in size
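BAZ2B (50 nM) with biotin-H3(5-23)K14Ac peptide (50 nM) in PBS pH 7.4, 0.01% Tween-20, preformed 30 min, then compound 30 min at room temperature; top concentration 110uM. AlphaScreen streptavidin donor/nickel chelate acceptor beads (10 ug/mL final), 20 min dark, signal read.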
G9a block: qHTS Assay for Inhibitors of Histone Lysine Methyltransferase G9a | G9a H3K9 monomethylation, AlphaScreen, 2 h | Potency, µM (highest dose often 102 µM), for inactives: at the top dose activity, negative = inhibition, usual class: inhibitors | 350,000 compounds, 8.8% hits | Histone-lysine N-methyltransferase EHMT2 (Homo sapiens), Q96KQ7; further: potency means the concentration at half of the fitted maximal effect; on the % scale 0 is the no-effect control and ±100 the full control effect; nearly all actives have a fitted effect of over 75% in size
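G9a (20 nM) preincubated 15 min RT with compounds, then 500 nM biotinylated H3K9 peptide and 20 uM SAM added; 2 h RT reaction. Monomethyl-H3K9 product detected by AlphaScreen with anti-H3K9me1 antibody, streptavidin donor and anti-rabbit IgG acceptor beads.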
Starred values were filed as active, the others as inactive; i = inactive; ? = inconclusive; nt = no result given; [ ] = dose if it differs, or a comment. Unless noted, the call rests on the fitted dose curve; in most records, active means well fitted curve in the direction sought with a large enough effect; inconclusive means small, poorly fitted or top-dose-only effect, or another doubt; inactive means no such curve, though single readings can be large; an effect the other way counts as inactive or inconclusive. A portion of the library. The share of hits here may be higher or lower than overall.

SMILES | ERG Ets-DNA blk | RGS4 inh | PI4K2A block | ALOX12 inh | GLS inhibitor | HP1b binding inh | JMJD2A Tudor | BAZ2B block | G9a block
Cc1cc(=O)n2c(n1)NC(Nc1cccc(C)c1C)=NC2c1ccc(F)cc1 (stereo not drawn) | -1% | 19% | -2 | 0% | 13% | 24% | -7% | -17% | 3%
Cc1ccc(CSc2nnnn2C)cc1 | -3% | -3% | 2 | 0% | -3% | 13% | -11% | 7% | -4%
COc1ccccc1NS(=O)(=O)c1ccc(C(=O)NCCCN2CCOCC2)cc1 | 0% | 17% | 1 | -1% | 12% | 1% | -4% | 8% | -34%
CN(C(=O)c1ccncc1)C1CC(C)(C)N(O)C(C)(C)C1 | 4% | -7% | -2 | 25% | 22% | 17% | -3% | 3% | -51%[12.7 µM]
CCCCn1nc(NC(=O)c2cccs2)c2cc3cc(OC)ccc3nc21 | 1% | 11% | 5 | -29% | -3% | 226% | 98%[activator] | 125%[activator] | 59%[activator][12.7 µM]
Cc1csc(N(C(=O)c2ccc(S(=O)(=O)N(C)C)cc2)c2ccccc2)n1 | -9% | -10% | 8 | 0% | 0% | 54%[activator] | 0% | -7% | 5%[59 µM]
CCOc1ccccc1N1CCN(C(=O)CNC(=O)c2ccc(OC)c(OC)c2)CC1 | 23% | -22% | 0 | -13% | 2% | 28% | -23% | 3% | 21%
O=C(Cn1c(-c2cccs2)cc2cc(Cl)ccc21)N1CCCCC1 | 0% | 7% | -2 | 1% | 2% | 15% | -6% | 6% | -4%[59 µM]
COCCNC(=O)C1CCN(C(=O)c2cc3sccc3n2Cc2ccc(F)cc2)CC1 | -4% | 27% | -1 | -4% | 0% | 31% | -3% | -30% | 6%
N/C(=N\S(=O)(=O)c1cc(C(F)(F)F)cc(C(F)(F)F)c1)c1cccs1 | 11% | 21% | 1 | 136%[activator] | 1% | 27% | -18% | 1% | nt
CC(CS(=O)(=O)c1ccccc1[N+](=O)[O-])N1CCOCC1 (stereo not drawn) | 5% | -10%[11.4 µM] | -4 | -9% | 4% | 21% | -20% | -15% | -19%
CCCN(CCC)CCCNC(=O)C1CCCN(Cc2nc(-c3ccc(Cl)cc3)oc2C)C1 (stereo not drawn) | 6% | 11% | -3 | -8% | 11% | 14% | -10% | -8% | -33%[59 µM]
Cn1c(SCC(=O)N2CCOCC2)nc2c(c1=O)SCC2 | 9% | 7% | -3 | i | 5% | 10% | -12% | -35% | 8%
CCCNS(=O)(=O)c1ccc(CCC(=O)NCc2ccc3c(c2)OCO3)cc1 | 0% | -32% | 0 | 0% | -13% | 23% | 3% | -4% | -9%[59 µM]
CCN(CC)C(=O)[C@H]1CC(CC(=O)NCCCN(C)C)C(=O)N2CCc3c([nH]c4ccccc34)[C@]12C (stereo partly drawn) | -2% | -11% | 2 | 5% | 1% | 40%[activator] | -10% | nt | nt
COc1ccccc1CNC(=O)C1CCN(S(=O)(=O)N2CC(C)CC(C)C2)CC1 (stereo not drawn) | nt | -8% | -7 | 5% | 0% | 20% | -3% | -11% | -10%
COc1ccc(CCNC(=O)C(=O)NCc2cccs2)cc1OC | 11% | 21% | 1 | -3% | -3% | 36% | 2% | 22% | 12%
CS(=O)(=O)N(Cc1ccc(C(=O)NC2CCCCC2O)cc1)c1ccccc1 (stereo not drawn) | 5% | -43% | -6 | 437%[activator] | -2% | 27% | -9% | 3% | 3%
O=C1CCC([N+](=O)[O-])C(c2cc3c(cc2Br)OCO3)N1 (stereo not drawn) | 3% | 17% | 0 | 20% | 7% | 12% | -7% | 3% | 13%[59 µM]
N#Cc1ccccc1S(=O)(=O)N1CCN(C(=O)[C@H](Cc2ccccc2)NC(=O)c2ccco2)CC1 | nt | 13% | -2 | 16% | 7% | 16% | -6% | 7% | 17%[12.7 µM]
COc1ccc(-c2nc(SC(CC(=O)NCCN3CCOCC3)c3cccs3)n[nH]2)cc1 (stereo not drawn) | -1% | 6% | 6 | -8% | 3% | 23% | 16% | nt | -64%
CN(c1ccccc1)S(=O)(=O)c1cccc(NC(=O)CSc2nccc(=O)[nH]2)c1 | 1% | -4% | 2 | -6% | 9% | 7% | -18% | nt | nt
O=C(Nc1nncs1)c1cccc(S(=O)(=O)N2CCCC2)c1 | 4% | 7% | -8 | 0% | 5% | 14% | -17% | 6% | -20%[12.7 µM]
Cc1ccc(Oc2cc(NC(=O)CCCn3nc([N+](=O)[O-])cc3C)cc([N+](=O)[O-])c2)cc1 | 2% | 8% | 3 | -2% | 4% | -13% | ? | ? | ?
CN(c1ccccc1)S(=O)(=O)c1cccc(NC(=O)COc2ccccc2)c1 | 8% | 25% | 7 | 336%[activator] | 0% | 28% | -14% | 15% | -7%[2.33 µM]
COC(=O)c1ccccc1NC(=O)NCc1c(C)nn(C)c1C | -2% | -7% | -4 | 16% | -18% | 24% | -15% | 9% | 6%
O=c1[nH]c(/C(Cl)=C/c2c(F)cccc2Cl)nc2cc(Cl)ccc12 | -1% | 20% | 2 | -13% | 1% | 24% | -11% | -6% | 8%[59 µM]
COc1ccc(NC(=O)CN2CCN(CC(=O)Nc3ccccc3Cl)CC2)cc1Cl | -11% | 5%[11.4 µM] | 3 | 0% | 22% | 9% | -5%[57.1 µM] | -12% | nt
COCCn1c(SCC(=O)N2CCC(C)CC2)nc2c([nH]c3ccccc32)c1=O | 18% | -20% | 1 | 396%[activator] | 0% | 22% | -16% | -15% | nt
CCC(=O)Nc1c(-c2ccc(Cl)cc2)c(=O)c2ccccc2n1C | 1% | 47% | -1 | 2% | 2% | 18% | -3% | 1% | 4%

Copied from the list:
Cc1cc(=O)n2c(n1)NC(Nc1cccc(C)c1C)=NC2c1ccc(F)cc1 (stereo not drawn) – GLS inhibitor: 13%
CCOc1ccccc1N1CCN(C(=O)CNC(=O)c2ccc(OC)c(OC)c2)CC1 – RGS4 inh: -22%

Remaining list, next part:
SMILES | ERG Ets-DNA blk | RGS4 inh | PI4K2A block | ALOX12 inh | GLS inhibitor | HP1b binding inh | JMJD2A Tudor | BAZ2B block | G9a block
Cc1nc2ccccn2c1C(=O)N/N=C/c1cc(C)n(-c2ccc(Br)cc2)c1C | 6% | -36% | -3 | -6% | 2% | -40% | ? | 45µM* | -23%[59 µM]
CCn1c2c(c3cc(C(=O)O)ccc31)CCCC2=O | -8% | -13%[11.4 µM] | 9 | 0%[57.4 µM] | 31%[activator] | -11% | -20%[11.4 µM] | -18% | -9%[12.7 µM]
CCN(C(=O)Cn1c(=O)n(CC2CCC(C(=O)NC)CC2)c(=O)c2sccc21)c1ccccc1 (stereo not drawn) | -1% | -9% | -1 | -12% | 2% | 32% | -12% | -2% | 9%[59 µM]
C[C@H](N)C(=O)N1CCC(C(=O)N[C@@H](Cc2ccccc2)C(=O)Nc2ccc(F)cc2)CC1 | 2% | -7% | -3 | -11% | 2% | 26% | -7% | 0% | 1%[12.7 µM]
Fc1ccccc1N1CCN(CCCNc2ccc3nncn3n2)CC1 | -8% | -13% | -2 | -1% | 14% | 29% | -9% | -5% | 6%
Fc1ccc(-c2noc3ncnc(N4CCN(c5ccccc5)CC4)c23)cc1 | 1% | 0% | 2 | -17% | 2% | 22% | -15% | -1%[57.1 µM] | -30%[59 µM]
CC(=O)c1ccc(NC(=O)CSc2nc(-c3ccccc3C)nc3c2c(=O)n(C)c(=O)n3C)cc1 | -8% | -24% | -3 | -13% | -4% | 40%[activator][57 µM] | 2% | 17% | ?
OCCc1c[nH]c2cc(F)ccc12 | 7% | 12% | -3 | 10% | 21% | 28% | -22% | -2%[57.1 µM] | -7%
COc1cccc(NC(=O)c2cnc(SCC(=O)NCc3ccc4c(c3)OCO4)n(C)c2=O)c1 | -3% | -6% | -7 | -5% | 4% | 7% | -16% | -6% | 10%[59 µM]
O=C(O)CSc1nnc(-c2ccc3c(c2)OCO3)n1-c1ccccc1 | -1% | 18% | -5 | ? | 5% | 36% | -5% | -18% | -48%
COc1ccc(CNC(=O)Cn2c(=O)c3cccn3c3ccccc32)cc1 | -2% | -5% | -1 | -15% | 7% | 17% | -20% | -15% | -11%[59 µM]
COc1ccc(C(=O)Nc2nnc(C(F)(F)F)s2)cc1 | 14% | ? | -1 | 0% | 21% | ? | 56µM* | 0% | 22%[59 µM]
Cc1ccc(CNC(=O)CN(C(=O)C2(C)CC(=O)N=C3C=CC=CN32)c2cc(C)ccc2C)cc1 (stereo not drawn) | -8% | -15% | 1 | -22% | -9% | 56%[activator] | -3% | 8% | 12%
O=C(CSc1nnc(NC(=O)c2ccccc2)s1)NC1CCCC1 | 7% | -8% | 0 | 11% | -5% | 35% | -6% | -2% | -19%

Bioassay records as filed in PubChem BioAssay.
